Compound activity as filed in PubChem.
All columns: NCI-60 one-dose screen, growth in % after 48 h at 10 µM unless noted; 100 = growth as untreated, 0 = no growth, -100 = all killed.
HCT-116 = HCT-116 colon cancer. 82,000 tested, 7.3% active. AID 1794798
HCT-15 = HCT-15 colon cancer. 82,000 tested, 5.2% active. AID 1794746
SNB-75 = SNB-75 CNS cancer; 79,000 tested, 5% active; AID 1794750
KM12 = KM12 colon cancer cells | AID 1794800 | 82,000 tested, 5% active
NCI-H322M = NCI-H322M lung cancer; 80,000 tested, 2.7% active
COLO 205 = COLO 205 colon cancer; 79,000 tested, 7.3% active; AID 1794742
SW-620 = SW-620 colon cancer; 82,000 tested, 5.2% active; AID 1794795
HT29 = HT29 colon cancer | AID 1794748 | 81,000 tested, 7.4% active
HCC-2998 = HCC-2998 colon cancer; 79,000 tested, 4.7% active; AID 1794799
* hit, by the source's call; x = not tested or not shown; & = joins results of further samples; ! = not active in a repeat; [ ] = remark or other dose. How the source made its calls: active means growth percent below 10; inactive means the rest.

Results follow in this order: HCT-116	HCT-15	SNB-75	KM12	NCI-H322M	COLO 205	SW-620	HT29	HCC-2998
- COC(=O)c1c(C(=O)OC)c2c3ccccc3c3ccccc3n2c1C(=O)C(F)(F)F
  99	101	88	106	101	108	97	103	122
- CCOC(=O)CCN(C(=S)Nc1ccccc1)C1CCCCC1
  101	107	95	105	104	123	99	114	109
- Nc1cc2ccccc2c(=O)n1NC(=O)c1ccccc1
  97	94	80	98	104	111	95	113	120
- Cc1ccc(-c2nn(-c3ccccc3)cc2C2OC23CCc2ccccc2C3=O)cc1 (configuration not stated)
  78	53	76	100	96	123	96	117	111
- COc1ccccc1NC(=O)C1CCC(=C2C(=O)OC(C)(C)OC2=O)N1C (configuration not stated)
  93	109	94	104	102	99	106	106	110
- Cc1ccc2c(c1)=C/C(=C\c1cc(-c3ccccc3)oc1O)C(=O)N=2
  93	98	93	100	104	108	107	108	115
- CCCCSSCCCC
  104	114	98	107	106	114	104	109	112
- O=C1CCCCN1CCCCC#Cc1cccc(C#Cc2cccnc2)c1
  40&141	45	80	74	180	83	101	86	77
- Cc1occc1-c1nc2s/c(=C/c3ccc(-c4cc(Cl)cc(Cl)c4)o3)c(=O)n2n1
  102	97	84	102	94	119	98	105	101
- CC(C)(C)CC(C)(C)n1nnnc1N
  102	107	88	112	141	107	104	117	90
- CCN(CC)C(CC(=O)c1ccccc1)C(=O)c1ccccc1 (configuration not stated)
  92	65	114	109	107	78	-7.9*	95	108
- CCOCCOC(=O)Nc1ccc(C)c(NC(=O)OCCOCC)c1
  108	101	91	107	97	109	103	116	111
- COc1cc(/C=C/c2nc(Nc3ccc(Cl)cc3)c3ccccc3n2)ccc1O
  99	96	80	103	100	113	105	98	107
- O=C(CCCN1CCC2(CCCCC2)CC1)c1ccc(F)cc1
  83	84	90	99	100	93	x	48	94
- COc1ccc(/C=C2\Oc3cc(C)c(Cl)c(C)c3C2=O)cc1OC
  97	101	96	109	105	106	105	96	84
- COc1ccc(C(=O)CSc2nccc(N3CCN(C)CC3)n2)cc1
  94	94	66	96	82	123	99	97	96
- CC1=CN2C(=NC3=C(CCC/C3=C\c3ccc(Cl)cc3)C2c2ccc(Cl)cc2)S1 (configuration not stated)
  83	97	102	97	x	116	114	98	109
- C#CCOc1ccc(/C=N/Nc2nc(-c3cc4cc(OC)ccc4oc3=O)cs2)cc1OC
  46	60	102	50	72	64	40	29	84
- COc1ccccc1Cn1cc(C#N)c(N)c1C(=O)c1ccc(Br)cc1
  94	87	81	96	95	113	100	107	103
- C=CC(=O)OCC(C)(C)COC(=O)C=C
  92	99	104	104	120	112	113	102	126
- NC(=O)C1(Nc2ccc(-c3ccccc3)cc2)CCCC1
  101	100	76	99	117	116	105	x	99
- Cc1ccc(C2=Nn3c(nnc3-c3ccccc3)SC2)cc1
  18	23	-4.2*	36	61	3.3*	13	4.8*	40
- O=C(O)CC/C(=N/O)c1ccccc1
  107	103	101	108	101	108	110	93	99
- NC(=O)c1ccccc1N
  106	108	74	109	93	132	109	110	138
- COc1ccc(N/N=C/c2cn(-c3ccc(C(=O)O)cc3)nc2-c2cc3ccccc3oc2=O)cc1
  50	30	82	48	85	84	53	63	42
- O=C(Nc1ncccc1OCc1ccccc1Cl)NC12CC3CC(CC(C3)C1)C2
  81	85	88	87	91	99	71	90	104
- COc1ccc(-n2c(NC(=O)N3CCN(C)CC3)c(C#N)c3ccccc32)cc1
  48	57	-4.1*	34	90	65	69	84	89
- C=C(C)[C@@H]1CC[C@]2(C(=O)O)CC[C@]3(C)[C@H](CC[C@@H]4[C@@]5(C)CC[C@H](OC(=O)C(Cl)Cl)C(C)(C)[C@@H]5CC[C@]43C)[C@@H]12
  42	47	107	43	80	91	76	72	69
- NC(=S)N/N=C/c1cccnc1
  105	106	106	103	103	103	105	101	109
- Cc1ccc(S(=O)(=O)N/N=C2/CCc3ccccc32)cc1
  97	102	89	101	x	119	110	105	112

4 records drawn at random from the list so far:
Results follow in this order: HCT-116	HCT-15	SNB-75	KM12	NCI-H322M	COLO 205	SW-620	HT29	HCC-2998
- COc1ccccc1Cn1cc(C#N)c(N)c1C(=O)c1ccc(Br)cc1
  94	87	81	96	95	113	100	107	103
- COc1ccc(C(=O)CSc2nccc(N3CCN(C)CC3)n2)cc1
  94	94	66	96	82	123	99	97	96
- COc1ccc(N/N=C/c2cn(-c3ccc(C(=O)O)cc3)nc2-c2cc3ccccc3oc2=O)cc1
  50	30	82	48	85	84	53	63	42
- CC1=CN2C(=NC3=C(CCC/C3=C\c3ccc(Cl)cc3)C2c2ccc(Cl)cc2)S1 (configuration not stated)
  83	97	102	97	x	116	114	98	109

Later entries.
Results follow in this order: HCT-116	HCT-15	SNB-75	KM12	NCI-H322M	COLO 205	SW-620	HT29	HCC-2998
- CCCSc1ccc(Nc2ncnc(N)n2)cc1
  84	106	96	97	100	105	108	106	105
- Cc1nc(N)nc2c1CCC(O)S2 (configuration not stated)
  18	112	90	29	94	88	34	23	61
- C=C(C)C1CCC2(C)OC2C1 (configuration not stated)
  109	112	80	115	95	142	110	109	114
- CN(C)c1ccc(C(C#N)(c2ccccc2)c2ccc(N(C)C)cc2)cc1
  31	72	57	65	87	45	43	15	51
- O=c1c2ccccc2ccc2ccccc12
  122	109	100	107	114	105	103	102	113
- CN(CC(=O)N(Cc1ccc(C2CCCCC2)cc1)c1ccc(C(=O)O)cc1)S(=O)(=O)c1c(F)c(F)c(F)c(F)c1F
  5.6*	-46*	69	90	86	13	-67*	-22*	-63*
- c1ccc(CNCc2ccc(CNCc3ccccc3)cc2)cc1
  87	105	81	97	105	83	94	61	90
- CSc1nc(NC(=O)CN2CCN(c3cc4c(cc3F)c(=O)c(C(=O)O)cn4C3CC3)CC2)cc(=O)[nH]1
  87	99	x	99	97	104	92	94	62
- Fc1ccc(-c2csc(Nc3cccc(Nc4nc(-c5ccc(F)cc5)cs4)c3)n2)cc1
  58	53	95	38	60	76	70	62	35
- Nc1c(C(=O)Nc2ccccc2Cl)sc2nc3c(cc12)CCCC3
  107	97	75	93	108	105	98	108	115
- CC(=O)OC[C@H]1O[C@@H](n2c(=O)cc(N)[nH]c2=O)C(OC(C)=O)[C@@H]1OC(C)=O (some centres not stated)
  103	100	76	111	105	115	107	106	106
- C=C(C)[C@H]1CC2=C(C(=O)OC)C=C(O2)[C@@H]2C[C@@]2(C)[C@H]2C=C(C(=O)O2)[C@H](O)C1
  97	102	83	102	101	116	98	109	115
- Cc1cccc(Nc2nc(N)nc(N)c2N=O)c1C
  104	100	96	102	102	104	106	100	x
- COc1ccc(-c2csc(NC(=O)CO[N+](=O)[O-])n2)cc1
  102	104	96	96	96	89	103	105	105
- Cc1cc(-c2ccccc2)nc(=O)[nH]1
  102	99	100	106	89	106	101	96	96
- COc1cccc(N2CCN(C3=C(Cl)C(=O)c4ncccc4C3=O)CC2)c1
  1.4*	42	85	94	95	92	14	108	106
- OC(COc1ccccc1)CN1CCN(c2ccccc2Cl)CC1 (configuration not stated)
  93	115	97	127	106	105	101	99	107
- OCCN1CCN(CC/C=C2\c3ccccc3Sc3ccc(Cl)cc32)CC1
  -45*	8.9*	133&60	2.7*!	83	-87*	0.6*	-43*	-91*!
- O=C(CCN1CCCCC1)c1cccs1
  101	103	87	106	109	130	120	106	102
- CC1(C)O[C@@H]2C[C@H]3[C@@H]4CCC5=CC(=O)C=C[C@]5(C)[C@@]4(F)[C@@H](O)C[C@]3(C)[C@]2(C(=O)CO)O1
  102	99	110	106	118	100	99	113	x
- COc1ccc2c(c1)c(-c1nc(N)nnc1-c1c[nH]c3ccccc13)cn2C
  23	23	-12*	24	57	29	17	15	83
- Nc1nc(CF)cc(=O)[nH]1
  95	110	88	x	101	105	97	94	100
- COc1cc2oc(-c3cccc(C(=O)Nc4ccc(Cl)cc4)c3)cc(=O)c2c(OCCNC(=O)[C@H](Cc2ccccc2)NC(=O)OC(C)(C)C)c1OC
  111	113	91	105	104	116	105	106	119
- CC(C)(N)COCOCC(C)(C)N
  103	89	69	103	91	111	102	x	100
- Cc1ccc2oc(=O)cc(C3c4ccc([nH]4)C(c4cc(=O)oc5ccc(C)cc45)c4ccc([nH]4)C(c4cc(=O)oc5ccc(C)cc45)c4ccc([nH]4)C(c4cc(=O)oc5ccc(C)cc45)c4ccc3[nH]4)c2c1 (configuration not stated)
  -79*	-47*	-42*	-74*	-10*	-81*	-7.6*	-76*	-69*
- O=[N+]([O-])c1ccc(Nc2cccc3cccnc23)c2nonc12
  77	93	94	92	88	107	107	111	114
- Cc1ccc(S(=O)(=O)c2nc(S(=O)(=O)c3ccc(C)cc3)c(Cl)s2)cc1
  -46*	-88*	108	24	90	-79*	-63*	-77*	59
- COc1cc(-c2nn(-c3cccc(NC(=O)NCCNC(=O)c4ccccc4)c3)cc2-c2ccncc2)ccc1Cl
  3.8*	9.9*	33	12	x	2.1*	12	5.6*	31
- COc1cc(OC)c(N(C)C(=O)c2cc3c(s2)-c2ccccc2S(=O)(=O)C3)cc1Cl
  105	101	98	x	96	106	107	98	108
- COc1ccc(NC(=O)c2ccc(C(=O)Nc3ccc(OC)cc3)cc2)cc1
  94	115	64	108	99	110	102	96	110
- O=C(/C=C/c1ccccc1)c1ccc(Br)cc1
  72	97	110	106	108	127	102	77	x
- COc1ccc(C[C@H](N)C(=O)N[C@@H]2[C@@H](CO)OC(n3cnc4c(N(C)C)ncnc43)[C@@H]2O)cc1 (some centres not stated)
  -85*	72	-41*	-85*	-65*	-63*	-68*	-64*	-95*
- COc1cc(CNC(=O)C[C@H](C)CCC=C(C)C)ccc1OCc1cn(-c2cccc(Cl)c2)nn1
  38	65	42	88	83	91	77	80	76
- CCCCOc1ccc(N)cn1
  97	97	86	84	90	99	106	94	94
- CC1(C)CC[C@]2(C(=O)O)CC[C@]3(C)C(=CCC4[C@@]5(C)C[C@@H](O)[C@@H]6OC(c7cccc(Cl)c7)OC[C@@]6(C)C5CC[C@]43C)C2C1 (some centres not stated)
  49	57	95	59	72	79	80	68	74
- O=C(Nc1nc2ccc(Br)cc2s1)c1ccccc1
  93	71	132	72	96	119	104	101	94
- CC(NC(=O)c1ccccc1)C(=O)O (configuration not stated)
  100&107	105&104	88&96	112&107	110&107	115&108	107&106	123&103	98&109
- N#Cc1c(-c2ccccc2)cc(-c2ccccc2)n(CCCC(=O)Nc2ccccc2N)c1=O
  45	28	-9.0*	42	102	92	35	49	86
- Cc1ccc(COc2ccc(Cl)cc2Cn2ccnc2)cc1
  74	87	102	86	86	108	97	91	109
- CCOCCCn1c(-c2ccoc2C)nnc1N1CCN(C(C)C(F)(F)F)CC1 (configuration not stated)
  100	102	x	103	95	114	102	103	106
- CC[C@H](CC[C@@H](C)[C@H]1CC[C@H]2[C@@H]3C/C(=N\OCCC#N)[C@@H]4C/C(=N/OCCC#N)CC[C@]4(C)[C@H]3CC[C@]12C)C(C)C
  97[100 µM]	108[100 µM]	97[100 µM]	103[100 µM]	98[100 µM]	109[100 µM]	107[100 µM]	95[100 µM]	114[100 µM]
- COc1cc(OC)c2c(c1Cl)O[C@]1(C2=O)C(OCc2ccccc2)=CC(=NCCC(=O)O)C[C@H]1C
  87	102	90	107	100	110	111	86	105
- Cn1c(SCC(=O)c2ccc(F)cc2)nc2ccccc2c1=O
  89	104	91	98	100	123	108	101	104
- NC(=O)NC(=O)/C=C\C(=O)O
  103	108	91	109	115	109	101	111	98
- C1=C2Sc3ccccc3N=C2c2ccccc2C1
  96	85	111	92	99	133	105	118	113
- Cn1cnc2c(=S)nc[nH]c21
  97	97	98	110	99	x	108	107	98
- CCC(C)C1NC(=O)C(CCCCN)NC(=O)C(CCCCN)NC(=O)C(CC(C)C)NC(=O)C(CCCCN)NC(=O)C(C(C)CC)NC(=O)C(C(C)C)NC(=O)C(C(C)CC)NC(=O)C(CCCCN)NC(=O)C(CCCCN)NC(=O)C(C)NC(=O)C(CCCCN)NC(=O)C(CC(C)C)NC1=O (configuration not stated)
  11	35	37	6.2*	82	-59*	39	5.5*	23
- Cc1ccc(CSC2=C(Cl)CN(c3ccc(Cl)cc3)C2=O)cc1
  99	99	103	106	104	129	108	116	105
- COCCOc1ccc(-c2csc(NC(=O)CN3CCN(CCO)CC3)n2)cc1NS(=O)(=O)c1cccc2c(N(C)C)cccc12
  11	85	89	97	68	70	93	-69*	91
- COc1cc(C(=O)c2cc(C(C)=O)c3cc(C)ccn23)cc(OC)c1OC
  99	79	87	99	92	115	100	108	105
- COc1ccc(-c2nnc(COc3ccc(N=C4NC(=O)CS4)cc3)o2)cc1
  86	89	87	99	84	107	113	99	102
- COc1ccc(/C=N/NC(=O)CN2CCN(c3cc4c(cc3F)c(=O)c(C(=O)O)cn4C3CC3)CC2)cc1O
  93	109	106	102	102	112	102	96	99
- Cc1nn(-c2ccccc2)cc1/C=C1\SC(=S)NC1=O
  84	93	64	102	91	116	96	94	88
- COc1ccc(/C=C/C(=O)c2ccc(NC(=O)/C(=C\c3ccc(OC)cc3)Sc3nc4ccccc4c(=O)n3-c3ccccc3)cc2)cc1
  104	95	91	102	95	107	102	108	103
- COc1ccc(C(=O)O)c(OC)c1
  102	102	75	99	96	132	95	112	105
- C1COC(C2OCCO2)C1 (configuration not stated)
  102	99	96	115	101	110	98	102	117
- CC1=C(C)C(=O)C(N2CCC(C(N)=O)CC2)=CC1=O
  105	99	117	103	99	92	117	101	113

Compounds as they come. About 12% of those tested had a hit in this group.
